Screens: PubChem, The Scripps Research Institute Molecular Screening Center
PRMT1 inh – inhibitors of human PRMT1; Q99873; recombinant PRMT1, activity-based probe fluorescence polarization; AID 652257; inhibition, % at 2.79 µM; actives 1.3% (n = 370,000);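 active = inhibition above about 21% made by adding two undisclosed values, limit read from the data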
TCR-CD3 inh – blocks the human TCR-CD3 interaction; AID 651800; actives 0.37% (n = 360,000); TAMRA-labeled TCR probe fluorescence, biochemical; inhibition, % at 9.4 µM; in the data active = inhibition above about 19%;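 note: recombinant mutant TCR 2C K166C tagged with TAMRA read by polarization; 0% = receptor in buffer alone and 100% = receptor with positive control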
UHRF1 MBD2 ctr – blocks human UHRF1 binding to methylated DNA; actives 0.75% (n = 370,000); inhibition, % at 4.4 µM; UHRF1 binding to methylated oligo, TR-FRET; in the data active = inhibition above about 21%;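 note: UHRF1 SRA domain binding a hemimethylated CpG hairpin DNA probe; 0% = median of test compound wells and 100% = reference inhibitor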
KLK7 zymogen act – activators of human kallikrein-7 zymogen. P49862. purified proKLK7, EDANS-DABCYL substrate fluorescence; 100% is mature enzyme control, 0% vehicle. activation, % at 7 µM. actives 0.9% (n = 370,000). AID 652039;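 active = activation above the mean of all tested compounds plus 3 SD, computed per campaign excluding outliers beyond control limits, cut at about 13% in these data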
LEDGF integ inh – blocks HIV-1 LEDGF/p75-dependent DNA integration. inhibition, % at 3.7 µM. TR-FRET IN-LEDGF/p75 DNA integration, Eu/Cy5. AID 743269. actives 0.64% (n = 370,000);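 active = inhibition above the screen-wide mean plus 3 SD, cut at about 13% in these data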;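 note: signal is the Cy5 over europium emission ratio at 671 and 618 nm; 0% = plate median of compound wells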
Tn7 DDE FP – inhibitors of Tn7 peptide binding to human fibrin DD(E). FP displacement of FITC-Tn7 peptide from fibrin DD(E); 0% = median of compound wells per plate. actives 0.13% (n = 370,000). P02675. inhibition, % at 8.3 µM;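 active = inhibition above the mean of compounds falling within the control limits plus 3 SD of them, cut at about 14% in these data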;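 note: 0% = plate median of compound wells and 100% = 10 µM Aha-Tn7 peptide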
Target sequence (P02675 whole entry, looked up): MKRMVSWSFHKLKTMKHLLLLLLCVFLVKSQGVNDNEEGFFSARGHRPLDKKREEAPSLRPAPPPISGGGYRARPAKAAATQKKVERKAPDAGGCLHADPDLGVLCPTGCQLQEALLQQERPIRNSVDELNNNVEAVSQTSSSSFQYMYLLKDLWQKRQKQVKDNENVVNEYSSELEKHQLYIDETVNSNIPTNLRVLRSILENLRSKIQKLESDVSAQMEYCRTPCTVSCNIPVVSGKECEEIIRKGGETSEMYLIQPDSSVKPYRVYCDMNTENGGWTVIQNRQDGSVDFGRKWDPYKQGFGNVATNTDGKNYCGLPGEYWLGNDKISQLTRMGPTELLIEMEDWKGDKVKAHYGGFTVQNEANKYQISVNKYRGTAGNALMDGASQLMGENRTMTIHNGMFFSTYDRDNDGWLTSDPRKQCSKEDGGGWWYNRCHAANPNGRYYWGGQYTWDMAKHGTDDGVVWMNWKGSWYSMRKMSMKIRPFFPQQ
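Assay system: human fibrin DD(E) protein / Input: 2 µM fibrin DD(E) / Benchmarks: high control of 10 µM Aha-Tn7 peptide / Measured by: fluorescence polarization of the labelled Tn7 tracer / Medium: Tris buffer with calcium and detergent, pH 7.8 / Timing: 10 min compound pre-incubation, 3 h probe incubation at room temperature / Repeats: one replicate per compound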
TDP2 absorb – TDP2 (human) inhibition, absorbance primary screen; O95551; recombinant TDP2, T5PNP hydrolysis, p-nitrophenol absorbance 415 nm; inhibition, % at 12.8 µM; actives 0.34% (n = 370,000);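 active = inhibition above the mean of all tested compounds plus 3 SD, set per campaign, cut at about 25% in these data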;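 note: 0% = DMSO with enzyme and 100% = buffer with substrate but no TDP2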
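Test system: human TDP2 enzyme; Input: 120 nM TDP2 per well; Buffer or medium: Mg2+-containing Tris-HCl buffer, pH 7.5; Reagent: 5 mM T5PNP; Dosing: 12.8 µM single point, 1% DMSO; Incubation: reaction 2 h, 37 °C; Detection: p-Nitrophenol epi absorbance; Read-out: % inhibition relative to enzyme-containing and enzyme-free wells; Replicates: single well per compound.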
DDE Tn6 FP inh – inhibitors of Tn6 peptide binding to human fibrin DD(E); P02675; Fibrin DD(E) TRITC-Tn6 fluorescence polarization displacement; inhibition, % at 8.3 µM; actives 0.21% (n = 370,000); AID 720509;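 active = inhibition above a per-campaign cutoff: mean of compounds within control limits plus 3 SD, cut at about 15% in these data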;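 note: 0% = median of all compound wells on the plate and 100% = blocking peptide control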
MBD2 inh – blocks human MBD2 binding to methylated DNA | TR-FRET, MBD2 binding to methylated oligonucleotide | inhibition, % at 4.4 µM | actives 0.31% (n = 370,000); in the data active = inhibition above about 13%
SIAE inh – human SIAE inhibition, primary screen; Q9HAT2; SIAE FP-Rh probe binding, fluorescence polarization; inhibition, % at 9.66 µM; actives 0.69% (n = 370,000); AID 1053197;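 active = inhibition above a cutoff: mean of compounds within the control limits plus 3 SD of those, cut at about 17% in these data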;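 note: 0% = plate median of compound wells and 100% = probe without SIAE protein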
Target sequence (Q9HAT2 whole entry, looked up): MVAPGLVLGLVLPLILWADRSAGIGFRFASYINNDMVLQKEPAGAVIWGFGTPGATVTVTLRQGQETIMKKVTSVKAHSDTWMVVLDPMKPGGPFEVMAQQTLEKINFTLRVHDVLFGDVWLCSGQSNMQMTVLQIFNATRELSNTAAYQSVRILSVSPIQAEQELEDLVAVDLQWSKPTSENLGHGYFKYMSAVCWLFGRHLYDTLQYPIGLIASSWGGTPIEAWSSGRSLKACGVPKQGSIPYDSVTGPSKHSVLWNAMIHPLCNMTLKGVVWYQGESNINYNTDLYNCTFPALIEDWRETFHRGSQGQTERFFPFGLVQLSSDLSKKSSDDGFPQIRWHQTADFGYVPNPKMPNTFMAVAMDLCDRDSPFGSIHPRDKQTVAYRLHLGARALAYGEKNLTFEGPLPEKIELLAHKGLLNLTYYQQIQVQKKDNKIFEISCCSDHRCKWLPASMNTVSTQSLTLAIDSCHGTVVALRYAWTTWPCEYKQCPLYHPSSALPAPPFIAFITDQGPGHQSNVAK
Starred values were filed as active, the others as inactive; . = no result given; & = joins results of further samples.

mol	PRMT1 inh	TCR-CD3 inh	UHRF1 MBD2 ctr	KLK7 zymogen act	LEDGF integ inh	Tn7 DDE FP	TDP2 absorb	DDE Tn6 FP inh	MBD2 inh	SIAE inh
Cc1csc(NC(C)c2nc3cc(Cl)c(Cl)cc3n2CCCO)n1 (centres undefined)	-1	-8	4	0.8	2	-3	-10	7	0	0
CCOC(=O)[C@]12CCCC=C1N(Cc1ccc(Cl)cc1Cl)C(=O)[C@H](CC(=O)NCc1ccc(OC)c(OC)c1)C2	-4	4	-3	0.1	-4	-8	7	9	-4	-7
CCOC(=O)c1sc(NC(=O)c2cccnc2)nc1C	5	-6	4	-0.3	3	1	5	4	-4	2
CCNC(=O)C1(C)CCN(C(=O)c2ccc3c(c2)CCO3)C1 (centres undefined)	-1	-1	-2	-0.1	-2	-10	-3	0	3	3
CC1Nc2ccccc2C(=O)N1NC(=O)c1ccc(Br)cc1 (centres undefined)	-3	0	9	-0.1	-4	-2	5	1	2	-3
COCc1ccc(-c2ccc3c(c2)c(C#Cc2ccsc2)c(-c2cc(OC)cc(OC)c2)n3C)cc1	-1	4	-3	-0.2	-2	12	2	-3	-2	-3
COC(=O)c1cc(Br)ccc1NC(=O)CCNC(=O)c1ccco1	1	-3	-3	-0.4	-1	0	6	-2	2	6
Cc1ccc(-c2nc3cc(N)ccc3o2)cc1Br	1	7	-3	-10	-1	-8	12	-9	-5	0
COC(=O)Cn1c(=NC(=O)C2CC2)sc2c(C)cc(C)cc21	6	0	0	0.0	0	5	4	0	8	-3
O=S(=O)(NCc1cc(-c2ccccc2Cl)no1)c1ccccc1	-2	-1	0	-0.3	4	0	1	-6	-3	0
COc1cc(C)c(NC(=O)c2cccc(S(=O)(=O)N3CCCC3)c2)cc1OC	-5	8	0	-0.4	7	0	-16	-5	-5	-4
Cc1cc(C)c(C(=O)CSc2nc(C)cc(=O)[nH]2)c(C)c1	0	-10	9	0.2	-5	5	8	2	7	4
O=C(Nc1ccccc1)c1cc(C2CCCCN2C(=O)CCCc2ccccc2)on1 (centres undefined)	-7	3	-1	0.9	5	5	-2	-6	-6	-7
CCNC(=S)Nc1ccc2ncoc2c1	1	9	0	0.2	-1	5	-13	2	-6	-2
COc1ccc(NC(=O)CN2CCN(c3ccc(Cl)cc3)CC2)c(OC)c1	4	3	2	0.1	-5	-3	2	2	6	5
COc1cccc(-n2c(Cc3cc(=O)[nH]c(=O)[nH]3)nnc2SCC(=O)N2CCCCCC2)c1	2	0	0	-0.1	3	0	6	-7	2	-5
CCCCCn1c(=N)c(S(=O)(=O)c2ccc(Br)cc2)cc2c(=O)n3cccc(C)c3nc21	1	-6	2	-0.7	-5	-1	-10	2	1	2
Cc1cccc2cc(CN(CC(C)C)S(=O)(=O)c3ccccc3)c(=O)[nH]c12	-5	1	1	0.0	2	-3	6	1	-3	-3
Nc1ccc(N=Nc2ccccc2)c2cccnc12	0	8	-9	-0.5	4	1	-19	-5	-10	5
Cc1ccc(SC2CCN(C(=O)C3CCC(=O)N(C4CC4)C3)CC2)cc1 (centres undefined)	0	11	22*	0.0	2	4	17	-1	7	3

mol	PRMT1 inh	TCR-CD3 inh	UHRF1 MBD2 ctr	KLK7 zymogen act	LEDGF integ inh	Tn7 DDE FP	TDP2 absorb	DDE Tn6 FP inh	MBD2 inh	SIAE inh
O=C1/C(=C/c2ccccc2)SC(=S)N1CCCC(=O)N1CCCCC1CCO (centres undefined)	-3	-3	1	0.6	2	-6	-5	2	-1	1
O=[N+]([O-])c1ccc2nonc2c1Nc1ccccc1	2	-8	-5	0.2	-2	-1	-7	-1	-9	4
C#CC1c2ccccc2CCN1CC=C (centres undefined)	-4	2	-4	-0.5	4	1	3	2	-4	1
CCOC(=O)C1CCN(C(=O)c2ccc(C)o2)CC1	-1	5	-2	-0.9	-1	5	4	6	-3	3
CC(C(=O)Nc1ccc(F)cc1Cl)N(C)CCOc1ccccc1 (centres undefined)	-5	6	-2	0.5	-2	-5	3	2	1	7
Cc1oc2c(C)c3oc(=O)c4c(c3cc2c1C)CCCC4	-2	6	2	-2.7	-6	1	-7	0	2	-3
COC(=O)c1ccsc1NC(=O)CCS(=O)(=O)c1ccccc1	2	-5	2	-0.3	-7	7	0	3	2	4
COc1ccc(OC)c(C2=NOC(C(=O)Nc3cccnc3)C2)c1 (centres undefined)	0	-1	3	0.5	0	0	-3	1	2	2
O=C(CNC(=O)c1ccc(Cl)cc1)Nc1ccc(S(=O)(=O)Nc2ncccn2)cc1	1	-7	0	0.1	-1	0	15	-1	3	3
COc1cccc(OC)c1NC(=O)CN1CCC(NC(=O)c2cccc(F)c2)CC1	-1	9	-1	-0.2	-1	-1	-6	3	-5	-3
CCOC(=O)C1=CC[C@@H](c2ccncc2)N(S(=O)(=O)c2ccc(C)cc2)C1	8	-1	2	0.5	3	1	5	7	4	0
O=C(COC(=O)C1CC(=O)N(Cc2ccccc2)C1)c1ccc(Br)cc1 (centres undefined)	1	-2	-2	0.1	1	-3	8	1	0	1
COc1ccc(C(=O)NNC(=O)Nc2ccc(Cl)cc2)cc1	-1	0	0	0.0	-1	-10	2	2	-1	-4
COc1ccc(S(=O)(=O)N2CCN(C3CCCCCCC3)CC2)cc1	0&-2	-2&8	2&-3	-0.5&0.2	2&3	5&-4	4&-1	-3&3	3&-6	-4&6
Cc1ccc(NC(=O)Cn2c(=O)cnc3ccccc32)cc1S(=O)(=O)N(C)C	1	-8	0	1.0	1	1	1	3	0	6
CCOCCCNC1=C(Cl)C(=O)c2ccccc2C1=O	7	-6	-15	0.0	-2	7	-2	1	-26	-4
CC(C)(C)c1cc(NC(=O)CCl)n(-c2ccccc2)n1	-3	2	1	0.1	2	7	4	-3	-5	6
CN(CCCC(=O)O)S(=O)(=O)c1ccc2c(c1)C(=O)c1cc(S(=O)(=O)N(C)CCCC(=O)O)ccc1-2	-5	-5	4	0.2	3	-4	-10	-3	-8	3
NC(N)=NS(=O)(=O)c1ccc(NC(=S)NC(=O)/C=C/c2ccc(F)cc2)cc1	3	-10	2	-0.1	-7	2	-6	-14	3	-4
Cc1noc(/C=C/N(C)C)c1S(=O)(=O)N(C)Cc1ccc(F)cc1	1	1	0	0.5	5	0	14	3	-1	10

mol	PRMT1 inh	TCR-CD3 inh	UHRF1 MBD2 ctr	KLK7 zymogen act	LEDGF integ inh	Tn7 DDE FP	TDP2 absorb	DDE Tn6 FP inh	MBD2 inh	SIAE inh
CCCNC(=O)N(C)c1nncnc1C(=O)NC	-1	8	-3	0.0	-2	-3	-12	8	1	-5
Cc1nc(N2CCN(C(=O)C3CCCCC3)CC2)c2c3c(sc2n1)CCCC3	2	.	0	.	-2	4	-6	-7	0	4
COc1cccc(/C=C2\CC3(OC(=O)C(C)(C)C)CCCN2C3)c1 (centres undefined)	-2	.	-1	0.2	-2	-4	0	-5	-4	1
CNC(=O)COC(=O)c1ccc2c(c1)S(=O)(=O)c1ccccc1C2=O	1	9	-4	-0.2	0	-5	-9	1	-7	0
O=C(CCNC(=O)c1ccc(Br)o1)NCc1ccc(Cl)cc1	-2	7	-1	-0.1	-3	0	-3	2	1	1
CSCCC(NC(=O)c1ccccc1Cl)C(=O)N1CC(C)OC(C)C1 (centres undefined)	6	1	11	0.2	-3	-4	9	-1	5	2
CSc1ncnc2[nH]ncc12	-1	4	0	-0.5	-1	1	2	0	5	-5
O=C(CCl)N1N=C(c2ccco2)CC1c1ccco1 (centres undefined)	38*	0	33*	-1.1	49*	-3	-2	0	6	8
COc1cc(C#Cc2ccc3cc(C(C)(C)O)oc(=O)c3c2)cc(OC)c1	0	5	-1	1.7	-2	-3	3	0	-4	-1
Cc1ccc(NC(=O)CS(=O)CC(=O)N(CC(=O)NC2CCCC2)c2cccc(C)c2C)cc1 (centres undefined)	-1	0	2	0.1	2	-3	-1	2	-4	7
COc1ccc(-n2[nH]c(C)cc2=O)cc1	4	4	11	-0.2	19*	-4	71*	5	3	5
COc1cc(NC(=O)NCC2CCN(Cc3ccccc3Cl)CC2)cc(OC)c1OC	6	-4	2	0.1	0	4	1	-1	8	2
CC(C)OC(=O)/C(=C/c1cccnc1)NC(=O)c1ccccc1	-2	8	-2	0.0	0	2	0	-2	2	1
CCCCCCCc1c(C)nc(N2CCOCC2)[nH]c1=O	-1	8	16	0.1	-1	6	0	5	4	-8
O=C(Cc1ccccc1)NCC(=O)N1CCCCC1	3	8	-1	-0.4	0	8	4	0	-2	1
Cc1ccc(C(=O)Nc2nnc(C3CCCCC3)s2)o1	-4	1	-1	-0.6	-5	0	11	-3	1	-6
Nc1nc2ccccc2n1S(=O)(=O)c1ccc([N+](=O)[O-])cc1	0	2	-2	0.3	0	3	11	1	1	4
Cc1cc(C)c2nc(NCc3ccccc3O)sc2c1	16	-4	1	-0.1	-1	-4	-22	-8	6	-2
COc1ccc2c(c1)C(c1ccc(C)o1)=NNC(c1ccccc1)=N2	2	-1	-3	0.8	-5	-4	1	-1	-4	1
CN1CCN(c2oc(COc3ccc(-c4ccccc4)cc3)nc2C#N)CC1	-3	2	-3	0.9	4	-2	-23	-3	-6	-5

mol	PRMT1 inh	TCR-CD3 inh	UHRF1 MBD2 ctr	KLK7 zymogen act	LEDGF integ inh	Tn7 DDE FP	TDP2 absorb	DDE Tn6 FP inh	MBD2 inh	SIAE inh
COc1ccc(NC(=O)COc2ccc(/C=N/O)cc2OC)cc1	-4	3	-1	0.1	-2	9	9	-7	-2	9
Cc1nn(C)c(C)c1/C=C/C(=O)c1ccc(Cl)cc1Cl	6	-6	1	-0.8	-1	6	10	3	3	4
CCS(=O)(=O)c1ccc(O)c(NC(=O)/C=C/c2ccc(Cl)cc2)c1	0	3	-1	0.3	0	-5	11	1	4	-5
O=C(COc1ccc(Cl)cc1)Nc1ccc(Cl)cn1	2	-1	1	0.5	4	0	-3	0	-4	1
CCC(=O)Nc1ccc(C(=O)NNC(=O)C2CCCCC2)cc1	4	-4	12	-0.3	0	4	3	-6	5	3
CCc1cccc2c(=O)c(C(=O)NCCN3CCOCC3)c[nH]c12	-3	9	-1	0.8	-1	-6	6	5	3	2
O=S1(=O)CC(N2CCOCC2)c2ccccc21 (centres undefined)	-4	-1	-1	0.4	-4	3	-5	-4	1	-1
COc1ccccc1CNS(=O)(=O)c1c(C)cc(C)cc1C	0	6	0	0.0	-3	-5	3	2	0	-3
Cc1nn(-c2ccc(F)cc2F)c(=O)c2noc(C)c12	4	-10	1	-0.7	2	3	-1	0	-4	-5
O=C(NCc1ccccn1)c1cc(Cl)ccc1OCc1ccccc1	2	0	0	0.1	1	10	8	2	1	-1
